HT1080NT lethal = qHTS for induction of synthetic lethality in tumor cells producing 2HG: qHTS for the HT-1080-NT fibrosarcoma cell line; HT-1080-NT fibrosarcoma viability, CellTiter-Glo ATP luminescence, 48 h; Potency, µM (highest dose often 46.1 µM), inactives show top-dose activity, negative = less viability, most hits filed as cytotoxic; hit rate 1.6% among 360,000; AID 686970, 2013;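 further: NT is the 2HG producing partner of a matched IDH1 knockdown line; potency means the concentration at half of the fitted maximal effect; 0% = DMSO-treated cells and -100% = media-only wells without cells; nearly all actives have a fitted effect of over 55% in size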
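750 cells/well, RPMI + 5% FBS; 2 h settle, compound pin-transfer, 48 h at 37 degrees C. CellTiter-Glo 10 min RT, luminescence. Normalized to DMSO and media-only wells.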
GLP1R cytotox = qHTS of GLP-1 Receptor Inverse Agonists: Cytotox Screen. Potency, µM (top dose mostly 38.3 µM), for the others: at the highest dose activity change, negative = inhibition, actives largely listed as inhibitors. HEK293 cAMP-luciferase reporter cells, luminescence, 24 h. AID 624418, 2012. hit rate 0.13% among 410,000;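 further: loss of luciferase light is scored as toxicity; potency means the concentration at half of the fitted maximal effect; on the % scale 0 is the no-effect control and ±100 the full control effect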
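A 23 nL compound transfer followed 12 hours of cell culture at 37 deg C; exposure then lasted 24 hr. Luciferase assay detection reagent was dispensed and plates read for luminescence after a 12 min room-temperature wait.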
KB-V1 MDR tox = qHTS assay for MDR1-selective chemotherapeutics: Primary screen using the drug-selected MDR subline cells KB-V1. KB-V1 MDR cells viability, CellTiter-Glo, 72 h. Potency, µM (doses to about 46.1 µM), without a hit: at the highest dose activity change, negative = cytotoxicity, usual class: cytotoxic. hit rate 3.4% among 400,000; further: potency means the concentration at half of the fitted maximal effect; on the % scale 0 is the no-effect control and ±100 the full control effect; nearly all actives have a fitted effect of over 60% in size
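Cytotoxicity via CellTiter-Glo luminescence after 72 h compound exposure at 37 degrees C. Cells: drug-selected KB-V1 line, DMEM phenol-red free plus 10% FBS. Compounds tested at multiple concentrations; normalized data fitted to concentration-effect curves.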
HT1080 IDH1KD tx = qHTS for induction of synthetic lethality in tumor cells producing 2HG: qHTS for the HT-1080-IDH1KD cell line | hit rate 2% among 360,000 | AID 686971, 2013 | Potency, µM (top dose mostly 46.1 µM), inactives show top-dose activity, negative = toxicity, most hits filed as cytotoxic | HT-1080 IDH1 knockdown viability, ATP luminescence, 48 h;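 further: potency means the concentration at half of the fitted maximal effect; 0% = DMSO wells and -100% = cell-free medium wells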
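Using the IDH1-knockdown HT-1080 line run in the same batch and compound series as the NT line, viability after 48 h at 37 °C was determined by CellTiter-Glo luminescence and expressed as % activity.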
DRD3 agonist = qHTS of D3 Dopamine Receptor Agonist: qHTS; D(3) dopamine receptor (Homo sapiens), P35462; D3R DiscoveRx beta-arrestin cells, luminescence, 90 min; max activation, %; hit rate 0.58% among 410,000; AID 652048, 2013; in the data active means max activation above about 30%; further: 0% is about no effect; mostly tested at two doses, the higher about 12 µM
Target sequence (P35462 whole entry, looked up): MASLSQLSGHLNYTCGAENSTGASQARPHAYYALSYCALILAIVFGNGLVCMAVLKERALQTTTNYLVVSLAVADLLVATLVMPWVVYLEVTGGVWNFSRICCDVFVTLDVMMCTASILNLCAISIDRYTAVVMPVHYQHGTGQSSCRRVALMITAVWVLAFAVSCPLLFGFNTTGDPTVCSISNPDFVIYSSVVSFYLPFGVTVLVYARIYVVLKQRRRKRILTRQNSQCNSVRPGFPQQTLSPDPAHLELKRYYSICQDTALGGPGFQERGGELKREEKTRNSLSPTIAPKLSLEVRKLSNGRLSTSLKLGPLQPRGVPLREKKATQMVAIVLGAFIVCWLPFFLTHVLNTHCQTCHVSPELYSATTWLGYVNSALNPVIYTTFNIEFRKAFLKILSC
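Cells at 1500/well, incubated overnight, then treated with pinned compounds (dopamine as control) for 90 min at 37 degrees C. DiscoveRx reagent added for 30 - 60 minutes at room temperature; luminescence read.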
MCF10A rerep = A quantitative high throughput screen for small molecules that induce DNA re-replication in MCF 10a normal breast cells. hit rate 2.9% among 350,000. MCF 10A DNA re-replication, Hoechst nuclear intensity, 48 h. Potency, µM (top dose mostly 46.1 µM), for the others: at the highest dose activity, positive = re-replication, actives largely listed as activators; further: potency means the concentration at half of the fitted maximal effect; % of control where 0% means no effect; nearly all actives have a fitted effect of over 50% in size
KB-3-1 tox = qHTS assay for MDR1-selective chemotherapeutics: Primary screen using the parental adenocarcinoma cell KB-3-1. AID 1347075, 2019. Potency, µM (top dose mostly 46.1 µM), for inactives: at the highest dose activity change, negative = cytotoxic, usual class: cytotoxic. KB-3-1 viability, CellTiter-Glo ATP luminescence, 72 h. hit rate 1.4% among 400,000; further: potency means the concentration at half of the fitted maximal effect; on the % scale 0 is the no-effect control and ±100 the full control effect; nearly all actives have a fitted effect of over 60% in size
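Parental KB-3-1 viability, qHTS format: 72 h compound exposure, 37 °C; CellTiter-Glo; media-only wells and DMSO plates as controls; concentration-effect fits on corrected data.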
IL-1B inflam inh = qHTS for Inhibitors of Inflammasome Signaling: IL-1-beta AlphaLISA Primary Screen; THP-1 LPS/ATP IL-1B secretion, AlphaLISA, 16 h; stronger effect = lower value; activity change, % at 57.5 µM; hit rate 4.7% among 360,000; in the data active means activity change below about -50%; inconclusive means mostly about -30% to -49%; further: on the % scale 0 is the no-effect control and ±100 the full control effect
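THP-1 cells pretreated 1 hr with compounds (up to 57.5 uM final), then stimulated with LPS (250 ng/mL final) plus ATP (1.25 mM final); secreted IL-1B measured by AlphaLISA after 16 hr, decreased signal indicating inhibition.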
SW480 rerep = A quantitative high throughput screen for small molecules that induce DNA re-replication in SW480 colon adenocarcinoma cells | SW480 DNA re-replication, Hoechst DNA content imaging, 48 h | Potency, µM (series often up to 46.1 µM), without a hit: at the top dose re-replication activation, actives largely listed as activators | hit rate 1.8% among 340,000 | AID 624297, 2012; further: potency means the concentration at half of the fitted maximal effect; % of control where 0% means no effect; nearly all actives have a fitted effect of over 55% in size
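SW480 cells exposed to compounds for 48 hr at 37 C, 5% CO2, then Hoechst-stained 40 min. Nuclear DNA content imaged by fluorescence scanning (405 nm excitation, 500-530 nm emission); re-replication scored as increased high-intensity nuclei.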
* marks the source's active call; other numbers are inactive results; i = inactive; ? = inconclusive; . = no result given; [ ] = dose if it differs, or a comment. Unless noted, the call rests on the fitted dose curve; in most records, active means well fitted curve in the direction sought with a large enough effect; inconclusive means small, poorly fitted or top-dose-only effect, or another doubt; inactive means no such curve, though single readings can be large; an effect the other way counts as inactive or inconclusive.

A first look (2 entries):
1: N/C(Cc1ccc(Cl)cc1)=N\OC(=O)c1ccc2ccccc2c1
2: Cc1ccc(S(=O)(=O)NC2CCOC(C)(C)C2)cc1 (configuration not stated)

Screen / compound no.	1	2
HT1080NT lethal	?	-1%
GLP1R cytotox	?	29%
KB-V1 MDR tox	?	-1%
HT1080 IDH1KD tx	-13%	1%
DRD3 agonist	2	4
MCF10A rerep	4%	-10%
KB-3-1 tox	?	6%
IL-1B inflam inh	4	2
SW480 rerep	0%	1%

The list itself, from the start:
1: N/C(Cc1ccc(Cl)cc1)=N\OC(=O)c1ccc2ccccc2c1
2: Cc1ccc(S(=O)(=O)NC2CCOC(C)(C)C2)cc1 (configuration not stated)
3: CCCc1nc(NC(C)=O)c(C#N)c(-c2ccco2)c1CC
4: CCO[C@H]1C[C@@H](c2ccc(CC)cc2)N(S(=O)(=O)c2ccc(C)cc2)C2CC(c3ccc(CC)cc3)N(S(=O)(=O)c3ccc(C)cc3)CC21 (some centres not stated)
5: COc1ccc(N2C(=O)C3CCCN3C2c2cc(OC)c(OC)cc2OC)cc1 (configuration not stated)
6: Cc1cc(-c2nnc(CCC(=O)NCc3ccc(OC(F)(F)F)cc3)o2)no1
7: Cc1ccc(CCNC(=O)CN(c2ccc(C(C)C)cc2)S(=O)(=O)c2c(C)nn(C)c2C)cc1
8: COc1ccc([C@@H]2CC=C(C(=O)O)[C@H](c3ccc(Cl)cc3)N2S(=O)(=O)c2ccc(Cl)cc2)cc1

Screen / compound no.	1	2	3	4	5	6	7	8
HT1080NT lethal	?	-1%	9%	12%	5%	-17%	.	-3%
GLP1R cytotox	?	29%	4%	1%	-10%	-13%	0%	1%
KB-V1 MDR tox	?	-1%	10%	4%	0%	-3%	1%	11%
HT1080 IDH1KD tx	-13%	1%	-4%	-1%	0%	-14%	.	-17%
DRD3 agonist	2	4	25	-3	4	-3	-10	-6
MCF10A rerep	4%	-10%	0%	.	-1%	1%	.	-6%
KB-3-1 tox	?	6%	-13%	1%	3%	-2%	-6%	13%
IL-1B inflam inh	4	2	15	5	-11	33	.	0
SW480 rerep	0%	1%	-8%	.	-5%	4%	.	-1%

9: COc1ccc(Nc2nc(-c3cccc(Cl)c3)c3c(n2)-c2ccccc2OC3)cc1
10: CCOC(=O)C1CCN(S(=O)(=O)c2ccc3c(c2)CC(=O)N3C)CC1
11: CCOc1ccc(NC(=O)c2nsc(Cl)c2Cl)cc1
12: O=C(c1ccc2nc(N3CCCCC3)sc2c1)N1CCN(Cc2ccc3c(c2)OCO3)CC1
13: O=C1c2ccccc2-c2nnc(-c3ccccc3)cc21
14: CCC(Oc1ccccc1C)C(=O)Nc1ccc(S(=O)(=O)Nc2cc(C)on2)cc1 (configuration not stated)
15: O=c1[nH]cnc2c1C(c1ccccc1[N+](=O)[O-])c1c(nc[nH]c1=O)O2
16: CCOc1ccccc1CNC(=O)C1CCCN(c2nn3c(=O)cc(C)nc3s2)C1 (configuration not stated)

Screen / compound no.	9	10	11	12	13	14	15	16
HT1080NT lethal	.	0%	0%	-1%	-1%	11%	-5%	5%
GLP1R cytotox	-4%	11%	-9%	5%	-10%	-11%	6%	2%
KB-V1 MDR tox	1%	-7%	1%	-13%	?	-2%	8%	0%
HT1080 IDH1KD tx	.	-1%	-1%	-21%	-8%	6%	-1%	2%
DRD3 agonist	0	-10	-4	1	-13	3	-4	0
MCF10A rerep	.	-1%	-5%	10%	6%	-3%	0%	-4%
KB-3-1 tox	-2%	5%	9%	?	?	3%	6%	?
IL-1B inflam inh	.	?	26	-26	31	1	-17	5
SW480 rerep	.	-7%	4%	0%	-3%	-1%	-10%	-4%

17: O=C(NCCN1C(=O)S/C(=C/c2cccnc2)C1=O)c1cccs1
18: NC(=O)CN1C(=O)C(O)(CC(=O)/C=C\C=C\c2ccccc2)c2ccccc21 (configuration not stated)
19: Cc1cccc(NC(=O)c2cc(-c3cc(C)cc(C)c3O)n[nH]2)c1
20: CC(=O)Nc1ccc(C(=O)CSc2nccc(=O)[nH]2)cc1
21: O=C(O)c1cc(-c2cc3ccccc3o2)nn1-c1ccccc1
22: Cc1ccc(C)c(OCC(=O)Nc2sc3c(c2C#N)CCCC3)c1C
23: O=C(Oc1cccnc1)c1cc2ccccc2oc1=O
24: CCOC(=O)c1cnc[nH]c1=O

Screen / compound no.	17	18	19	20	21	22	23	24
HT1080NT lethal	0%[9.24 µM]	2%	?	6%	0%	.	1%	0%
GLP1R cytotox	1%	-11%	0%	1%	17%	11%	-7%	-3%
KB-V1 MDR tox	-13%	3%	?	-7%	30%	-2%	12%	30%
HT1080 IDH1KD tx	-2%	-1%	?	9%	-19%	.	2%	-2%
DRD3 agonist	0	2	-2	-4	4	-4	-9	-2
MCF10A rerep	8%	26%	8%	18%	0%	.	0%	-5%
KB-3-1 tox	-1%	3%	?	-2%	-4%	-14%	-12%	-3%
IL-1B inflam inh	?	-86*	-54*	24	20	.	11	-6
SW480 rerep	24%	3%	?	-3%	-8%	.	0%	0%

The list continues:
Value order: HT1080NT lethal, GLP1R cytotox, KB-V1 MDR tox, HT1080 IDH1KD tx, DRD3 agonist, MCF10A rerep, KB-3-1 tox, IL-1B inflam inh, SW480 rerep
(25) CC1CCc2c(nc3ncnn3c2NCCN(C)C)C1 (configuration not stated)
 : 6%, -9%, -3%, 7%, -31, 1%, 11%, 4, -4%
(26) COC(=O)c1sccc1NC(=S)N1CC(C)CC(C)C1 (configuration not stated)
 : 4%, 14%, ?, -9%, 1, ?, 10%, 5, 11%
(27) C=CCNc1ncnc2c1ncn2[C@H]1CN(Cc2ccccc2)C[C@@H](CO)O1
 : 7%, 2%, -3%, 24%, -8, ., 0%, -4, .
(28) CC1(C)CC(NCc2cccc([N+](=O)[O-])c2)CC(C)(C)N1
 : -1%, 6%, 18%, 7%, -12, 1%, 6%, -6, -5%
(29) COc1ccc(CN(C)C(=O)c2ccc(NS(=O)(=O)c3ccc(F)cc3)cc2)c(OC)c1OC
 : 2%, 2%, ?, -13%, 1, 12%, -13%, i, -17%
(30) CCN(c1ccc(OC)cc1)S(=O)(=O)c1nnc(NC(=O)C2CCCCC2)s1
 : -1%, 1%, -8%, -12%, 6, 1%, 6%, ?, ?
(31) Cc1cccc(-n2c(SCC(=O)Nc3ccc4c(c3)OCO4)nnc2-c2ccoc2C)c1
 : ?, -7%, -17%, ?, -3, ?, -6%, 17, 13%
(32) Cc1cccc(C(=O)OCC(=O)c2ccc3c(c2)NC(=O)CO3)c1
 : 4%, -25%, 6%, 1%, 0, -8%, 11%, 11, -6%
(33) O=C(O)C1CCCCC1C(=O)Nc1ccccc1Cl (configuration not stated)
 : 7%, -22%, 4%, 4%, 13, -1%, 1%, 84, -6%
(34) N#C/C(=C\c1ccc[nH]1)C(=O)Nc1ccccc1F
 : 14%, -6%, -24%, -2%, -10, ., 1%, 28, .
(35) COC(=O)c1sc2nc(CN3CCN(c4ccc(OC)cc4)CC3)[nH]c(=O)c2c1C
 : 16%, -12%, 15%, 14%, 8, 3%, 18%, 8, ?
(36) CCOc1ccc(CN2CCN(Cc3[nH]c4ccccc4c3C)CC2CCO)cc1 (configuration not stated)
 : -11%, ?, ?, -26%, -13, ?, ?, -74*, 23µM*
(37) CN(c1ccc(O)cc1)c1nc(-c2ccccc2)cs1
 : -5%, -6%, ?, -1%, -15, ?, -2%, 14, 3%
(38) CCn1c(=O)cc(OCC(=O)NCCC(C)C)c2ccccc21
 : 10%, 2%, -19%, 10%, -9, 11%, -8%, -17, -6%
(39) COc1ccc(N2CCN(C(=O)CC34CC5CC(CC(C5)C3)C4)CC2)c([N+](=O)[O-])c1
 : 10%, 14%, 18µM*, 9%, -9, ?, ?, 12, 4%
(40) Cc1ccc(OCCCC(=O)N(C)CC(=O)Nc2ccccc2Cl)cc1
 : 6%, 1%, -10%, 3%, 5, 19%, 7%, -10, -2%
(41) CC(C)COc1ccc(/C=C2/Sc3ccccc3C2=O)cc1
 : 15%, -3%, 16%, 12%, 0, ?, 1%, 3, 6%
(42) COc1ccc(NC(=O)CCCc2ccc(OC)c(C)c2)cc1
 : 6%, -8%, -20%, 0%, 4, -7%, 1%, 8, -8%
(43) O=C(CCc1nc2cccnc2n1Cc1ccccc1)NCCc1ccc(Cl)cc1
 : -21%, -19%, -9%, -11%, 5, 5%, 7%, -4, 3%
(44) O=S(=O)(Cc1ccccc1)C(CCCc1ccccc1)S(=O)(=O)Cc1ccccc1
 : 9%, 1%, ?, -1%, -12, 2%, 2%, -5, 6%
(45) CC(=O)N1CCOc2ccc(S(=O)(=O)N3CCC(C(=O)NCc4ccc(C)cc4)CC3)cc21
 : 22%, -3%, 2%, 2%, 4, 6%, 3%, 22, -17%

Values in list order from the entries so far:
KB-V1 MDR tox for nos. 27–30, in order: -3%, 18%, ?, -8%
GLP1R cytotox for nos. 27–30, in order: 2%, 6%, 2%, 1%
HT1080 IDH1KD tx for nos. 27–30, in order: 24%, 7%, -13%, -12%

Screening data: PubChem, National Center for Advancing Translational Sciences (NCATS)
